Cardio protect: protects H9c2 cardiomyocytes from peroxide injury; H2O2 injury protection, ATPLite, 2 h; 360,000 compounds, 0.63% hits; protection from H2O2 cell death, % at 20 µM; AID 588492;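 active means compounds giving at least 50% protection of heart cells from peroxide-induced death in the single-dose screen, raw or plate-pattern-corrected value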;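 further: 0% = DMSO wells with peroxide and 100% = DMSO wells without peroxide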
ABCB6 inh MLPCN: inhibitors of human ABC transporter ABCB6 | Q9NP58 | K562-ABCB6 porphyrin accumulation, flow cytometry, 1 h; stronger effect = lower value | fluorescence ratio to DMSO, % at 10 µM | 360,000 compounds, 0.19% hits | AID 602162;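 active means fluorescence ratio to DMSO below 75%, the collection mean minus 3 SD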;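 further: signal is porphyrin accumulated inside mitochondria; 100% equals median channel fluorescence of DMSO control wells; lower ratio means ABCB6 inhibition with less porphyrin fluorescence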
Target sequence (Q9NP58 whole entry, looked up): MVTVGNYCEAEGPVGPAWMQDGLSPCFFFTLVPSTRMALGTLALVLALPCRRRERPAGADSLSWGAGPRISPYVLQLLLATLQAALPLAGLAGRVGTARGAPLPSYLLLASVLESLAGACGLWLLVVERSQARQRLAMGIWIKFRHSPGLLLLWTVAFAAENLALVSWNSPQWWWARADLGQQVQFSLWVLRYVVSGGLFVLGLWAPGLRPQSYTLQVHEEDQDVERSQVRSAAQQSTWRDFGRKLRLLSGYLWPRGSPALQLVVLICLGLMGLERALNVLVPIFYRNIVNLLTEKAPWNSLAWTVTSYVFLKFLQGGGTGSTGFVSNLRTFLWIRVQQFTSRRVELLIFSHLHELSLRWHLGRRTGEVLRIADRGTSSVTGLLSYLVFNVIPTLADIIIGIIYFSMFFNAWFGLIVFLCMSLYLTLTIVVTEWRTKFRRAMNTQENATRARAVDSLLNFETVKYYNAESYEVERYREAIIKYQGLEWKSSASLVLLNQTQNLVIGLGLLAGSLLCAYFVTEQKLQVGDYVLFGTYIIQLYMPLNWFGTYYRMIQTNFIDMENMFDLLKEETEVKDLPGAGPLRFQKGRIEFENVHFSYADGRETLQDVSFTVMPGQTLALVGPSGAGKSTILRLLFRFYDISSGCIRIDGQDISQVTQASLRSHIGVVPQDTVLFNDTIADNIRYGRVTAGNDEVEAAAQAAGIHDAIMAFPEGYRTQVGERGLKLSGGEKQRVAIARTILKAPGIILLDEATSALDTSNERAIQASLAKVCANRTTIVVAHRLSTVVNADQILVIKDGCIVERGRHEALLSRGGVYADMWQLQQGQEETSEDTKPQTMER
MC4R antag cAMP: human MC4R antagonism in cAMP assay; MC4R-expressing cells, MTII-stimulated cAMP, LANCE TR-FRET; P32245; inhibition, % at 6.5 µM; 360,000 compounds, 0.48% hits;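 active means inhibition above its plate's cutoff, the mean of tested wells on that plate plus 3 SD, cut at about 29% in these data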;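 further: 0% = Melanotan II alone and 100% = Melanotan II plus saturating MCL0020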
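Material: U2OS-MC4R stable cell line | Reagent: Melanotan II challenge after compound preincubation | Doses: One concentration, 6.5 µM nominal | Incubation: 30-min compound preincubation, 1-h Melanotan II challenge, 1-h detection, room temperature | Signal: TR-FRET cAMP assay | Replicates: One well per compound, no replicates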
aDG glyco up: increases alpha dystroglycan glycosylation; 360,000 compounds, 0.22% hits; Pro5-aDG cells, alpha-DG glycosylation AlphaScreen (IIH6); 0% Pro5, 100% B10-LARGE cell signal; activation, % at 10 µM;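 active means activation of at least 8% versus controls, or a plate z-score of at least 8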;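 further: Pro5 are CHO cells carrying HIG-tagged alpha-DG that lacks glycosylation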
CaV13 FRET inh: Primary screen for inhibitors of IQ motif and Ca2+-dependent inactivation inhibitor domain binding in CACNA1D, Förster resonance energy transfer in living cells, …; HEK cells, CFP/YFP FRET ICDI-IQ, plate reader, 10 min; percent FRET-ratio fall versus neutral wells; inhibition, % at 12.3 µM; 340,000 compounds, 0.098% hits;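 active means mean replicate inhibition of at least 30% and at least 1% of replicates passing that level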;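 further: 0% = median of the neutral control wells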
MC4R ag barr: activates human MC4R beta-arrestin recruitment | P32245 | U2OS MC4R beta-arrestin complementation, luminescence; percent of melanotan II response, DMSO zero | activation, % at 8.9 µM | 360,000 compounds, 0.98% hits;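 active means activation above a per-plate cutoff, the mean activation of sample wells on that plate plus 3 SD, cut at about 8% in these data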
m5-HT2A agonist: activates the mouse 5-HT2A serotonin receptor; P35363; CHO-K1 mHTR2A beta-arrestin complementation, luminescence; percent of 30 µM serotonin response; activation, % at 7.6 µM; 360,000 compounds, 0.66% hits; AID 624169;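 active means activation above a run cutoff, the mean activation of all tested compounds plus 3 SD, cut at about 14% in these data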;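 further: 0% = plate median of compound wells and 100% = 30 µM serotonin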
PDI turbidity: inhibitors of human protein disulfide isomerase; P07237; PDI insulin aggregation turbidity, A650, 90 min; 350,000 compounds, 0.052% hits; inhibition, % at 10 µM;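 active means mean inhibition across replicates of 30% or more, whatever share of single replicates reach that level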;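 further: absorbance from insulin aggregation driven by PDI reduction with DTT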
N-glyco inh: blocks N-linked glycosylation in D54 reporter cells; 360,000 compounds, 0.23% hits; AID 588692; reporter increase, % at 12.5 µM; D54 ERlucT glycosylation luciferase reporter, 24 h; percent of 100 nM tunicamycin response;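 active means mean luciferase reporter signal, scaled so untreated is 0 and the glycosylation-blocking control 100, at or above a set limit in every replicate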;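 further: luciferase carries N-glycosylation sites so blocking glycosylation raises the light; 0% = median of neutral control wells and 100% = median of 100 nM tunicamycin wells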
Vif imaging: HIV Vif inhibition; HEK293T cells, Vif self-association by quenched fluorescence, imaging, 24 h; 340,000 compounds, 0.35% hits; AID 602346; inhibition, % at 7.49 µM; in the data active means inhibition above about 50%, passing the limit was not always enough; further: some results filed as inactive read as strong as hits
* hit, by the source's call; / = no result given.

Order of values: Cardio protect, ABCB6 inh MLPCN, MC4R antag cAMP, aDG glyco up, CaV13 FRET inh, MC4R ag barr, m5-HT2A agonist, PDI turbidity, N-glyco inh, Vif imaging
(1) O=C(Cc1nc2ccccc2[nH]1)NCc1ccco1
→ 12, 102, 2, -0.1, /, 1.1, 3, -2, 1, 6
(2) Nc1nc(CSc2n[nH]c(-c3ccccc3)n2)nc(Nc2ccccc2)n1
→ -13, 100, 5, 0.4, -3, 0.4, 13, -7, 2, -7
(3) Cc1cc(C(=O)CCC(=O)N2CCN(c3ccccc3O)CC2)c(C)s1
→ 0, 94, -1, 0.3, -5, -0.8, -7, 15, 3, 30
(4) O=C(NCc1ccco1)/C(=C\c1ccco1)NC(=O)c1ccc(Br)o1
→ -12, 107, -5, 0.0, -6, 1.5, 2, -12, 0, 2
(5) O=C(c1ccc(CS(=O)Cc2ccc(Cl)cc2)o1)N1CCN(c2ccc(F)cc2)CC1 (stereo not drawn)
→ 1, 101, 13, 0.0, -7, 0.0, -2, -4, -1, -9
(6) CCOC(=O)COc1cccc2c(=O)n(CC(=O)NCCc3ccccc3)ccc12
→ 9, 99, 14, 0.4, -6, -0.1, -1, /, 0, 2
(7) O=C(Cc1ccccc1)NCC(=O)N/N=C/c1cccs1
→ 2, 106, -12, 0.0, /, 2.1, 14, 2, 0, -5
(8) CC1CCN(S(=O)(=O)CCNC(=O)c2ccc(F)cc2)CC1
→ 2, 99, 6, 0.0, -4, -0.6, 0, -7, -1, 12
(9) CC1CCCCN1S(=O)(=O)c1ccc2c(c1)CCN2C(=O)CCC(=O)O (stereo not drawn)
→ 0, 89, -1, 0.1, -5, 0.4, 1, -17, 4, /
(10) CCCCNC(=O)c1ccccc1NC(=O)CN(c1ccccc1)S(=O)(=O)N(C)C
→ 1, 98, 6, -0.1, -4, -2.2, 4, -10, -3, -11
(11) CC(C)(C)c1ccc(NC(=O)c2cc(C3CCCN(S(=O)(=O)c4cccc5cccnc45)C3)on2)cc1 (stereo not drawn)
→ 2, 94, 6, 2.1, -10, 1.9, -4, -3, -8, -11
(12) COc1ccc(NC(=O)C(CC(C)C)NC(=O)C2CCCCC2)c(OC)c1 (stereo not drawn)
→ -10, 96, 6, 0.3, -15, -2.9, 1, -9, -1, -13
(13) O=C(N1CCN(Cc2ccccc2)CC1)C12CC3CC(CC(C3)C1)C2
→ -9, 93, 3, 0.0, /, 2.5, -1, -1, -3, 5
(14) Cc1ccc(NC(=O)c2ccc(Cl)c(S(=O)(=O)N3CCCCC3)c2)nc1
→ -2, 95, 0, 0.1, -6, -1.7, 4, -9, -5, 13
(15) CCC(C(=O)NC1CC1)n1nc(C)c2c(C)n(-c3ccc(C)cc3)nc2c1=O (stereo not drawn)
→ -5, 87, -7, -0.5, -2, 1.1, 3, 3, -2, 2
(16) COCc1nnc(NC(=O)c2cccc(NC(=O)c3ccccc3)c2)s1
→ 3, 104, -7, 1.3, -3, 0.5, -1, 5, 4, -1
(17) O=C(CC1C(=O)NCCN1C(=O)c1ccc([N+](=O)[O-])cc1)Nc1ccc(F)cc1 (stereo not drawn)
→ -1, 106, 2, 0.0, -3, -1.7, 2, 1, 0, 8
(18) Cc1ccc(C(=O)OCC(=O)Nc2cccc(S(=O)(=O)NC3=NCCCCC3)c2)c(C)c1
→ -5, 100, -1, 0.1, -2, -0.2, -1, -1, -1, -3
(19) Cc1ccc(S(=O)(=O)N2CCCCC2)cc1NC(=O)Cn1ccsc1=N
→ -3, 93, 0, 0.1, -3, -3.1, -2, 4, 4, -2
(20) COC(=O)c1c[nH]c(=S)n1Cc1ccccc1
→ 10, 109, 8, 0.3, -5, -2.1, 4, -2, 1, 11
(21) CC(=O)N1c2ccc(S(=O)(=O)N3CCC(C(=O)Nc4ncccc4C)CC3)cc2CC1C (stereo not drawn)
→ -3, 106, 16, 0.1, -7, -0.6, -1, 1, 2, -2
(22) COc1cccc(CNC(=O)Cn2ccc3cc(S(=O)(=O)N4CCC(C)CC4)ccc32)c1
→ -2, 103, 9, 0.1, -12, -0.4, 0, 10, -2, -4
(23) CC(C)(CNC(=O)c1cccc(NS(=O)(=O)c2ccc(Br)cc2)c1)N1CCOCC1
→ -8, 97, 2, -0.1, -6, -4.1, -6, 2, -1, -5
(24) COc1ccc(-c2nnc(SCC(=O)N3CCc4ccccc4C3)o2)cc1
→ -3, 56*, 7, 0.0, -4, 0.2, 0, -3, 0, 2
(25) CC(=O)C1=C(O)C(=O)N(c2ccc(Br)cc2)C1c1ccc([N+](=O)[O-])cc1 (stereo not drawn)
→ 0, 100, 5, 0.0, -17, -1.3, -4, 8, -1, -6
(26) Cc1[nH]n(-c2ccccc2)c(=O)c1N=Nc1cccc(S(=O)(=O)N2CCOCC2)c1
→ 3, 103, -6, -0.3, -13, 0.2, 3, -2, -1, /
(27) Cc1cc(Cl)ccc1C(O)c1ncc(-c2ccc(Cl)cc2)[nH]1 (stereo not drawn)
→ -31, 94, 2, 1.1, -7, 0.8, 0, -1, 0, /
(28) CCOC(=O)c1cnc2ccc(C(=O)OC)cc2c1Nc1cccc(C(=O)O)c1
→ 11, 103, 10, -0.1, -3, -2.0, -1, 3, 7, -1
(29) COC(=O)c1cccc(Nc2cc(C)nc(-c3ccccc3O)n2)c1
→ 11, 94, -2, 0.5, -6, 3.0, -1, 1, -1, -6
(30) Cc1ccc(C(C)C)c(OCC(=O)NC(=S)Nc2ccccc2N2CCOCC2)c1
→ -2, 94, 5, 0.6, -6, -0.2, -4, 3, -1, -3
(31) Cc1cccc(N2CCN(C(=O)c3ccc(Cl)c(S(=O)(=O)N4CCc5ccccc5C4)c3)CC2)c1C
→ -6, 97, 5, 0.7, -5, -0.4, 0, -8, -1, -2
(32) O=C(OCC(=O)N1CCc2ccccc2C1)c1cccc([N+](=O)[O-])c1
→ -3, 93, -4, 1.6, -4, -1.1, 4, -2, -1, 6
(33) O=C(CSc1ccc(Cl)cc1)Nc1ccc(N2CCN(c3ccccc3)CC2)c(F)c1
→ 6, 93, -1, 0.1, /, 0.8, 0, -9, 1, 25
(34) O=C(CSc1ccc(-c2cccs2)nn1)NCCc1ccccc1
→ -9, 97, 9, 0.5, -2, -0.6, 0, 4, 1, -11
(35) COc1ccc(S(=O)(=O)N(C)CC(=O)NCCC2=CCCCC2)cc1
→ 0, 89, 2, -0.1, -5, -1.3, -3, -18, 0, -7
(36) Cc1c(OCC(=O)NCc2ccncc2)ccc2c3c(c(=O)oc12)CCC3
→ 19, 94, -1, -0.1, -7, -3.2, 3, 0, 0, 8
(37) C=CCOC(=O)C(C#N)c1nc2ccccc2nc1N1CCN(Cc2ccc3c(c2)OCO3)CC1 (stereo not drawn)
→ 7, 120, 5, -0.8, /, 1.1, -9, 7, -1, -7
(38) CCOC(=O)C(NC=O)(NC(C)(C)C)C(=O)OCC
→ 4, 96, -1, 0.0, 0, -1.7, -3, -16, 3, 6
(39) Cc1cccc(NC(=S)N/N=C2\CC(C)(C)Oc3ccc(O)cc32)c1
→ 13, 112, 4, 0.2, -4, 3.6, -4, -6, -4, 8
(40) COc1ccc(/C=N/Nc2nc(C)cc(-c3ccccc3)n2)cc1OC
→ 36, 96, 6, 0.0, 1, -1.3, 0, 6, 2, 2
(41) Cc1c([N+](=O)[O-])oc2c1C(=O)NCCC2
→ 2, 89, -5, 0.8, -2, -1.6, 4, 1, 1, -16
(42) CCC(C)c1ccc(NC(=S)N2CCN(c3ccccn3)CC2)cc1 (stereo not drawn)
→ -8, 94, 1, 0.4, -10, 1.9, 3, -3, 0, /
(43) CN(C)S(=O)(=O)c1cccc(COc2ncnc3c(Cl)cc(Cl)cc23)c1
→ -9, 102, 8, -0.1, -7, 2.3, 1, 3, -2, 14
(44) COc1ccc(NC(=O)CN2CCN(CC(=O)Nc3ccc4c(c3)OCO4)CC2)cc1
→ -4, 98, 3, 0.6, -5, 1.2, -1, -9, 2, /
(45) C/C(=N/NC(=O)c1ccoc1C)c1ccc(N2CCOCC2)cc1
→ -7, 95, 16, -0.1, -4, 4.2, -2, -11, 1, 5
(46) O=C(CN1CSCC1=O)N1CCN(S(=O)(=O)c2cc(C(F)(F)F)ccc2Cl)CC1
→ -1, 99, 2, 0.0, /, -2.3, 7, -7, 2, -21
(47) CCOC(=O)C(C)Sc1ncc(-c2ccccc2)cn1 (stereo not drawn)
→ -5, 102, 13, -0.2, -4, -0.3, 0, -4, 1, -6
(48) COc1ccc(-c2nnc(SCC(=O)c3ccco3)n2-c2ccccc2)cc1
→ 1, 92, 2, 0.0, /, 0.9, 3, -2, 2, 11
(49) OC(COc1ccc2c(c1)OCO2)CN1CCN(c2ccc(F)cc2)CC1 (stereo not drawn)
→ 6, 104, 2, -0.3, -5, -0.3, -2, 10, 2, -14
(50) Cc1ccc(OCCOc2ccc(Br)cc2/C=N\NC(N)=O)cc1
→ -6, 101, -2, 1.3, -18, 7.1, -4, -1, -1, -10
(51) O=C(CCSc1ccccc1)NCCSCc1ccccc1
→ 8, 100, -10, -0.1, -15, -1.0, -6, 1, 2, -7
(52) CCOC(=O)c1c(C)[nH]c(C(=O)OCC(=O)N(CC(C)C)c2c(N)n(Cc3ccccc3)c(=O)[nH]c2=O)c1C
→ 5, 110, 20, 0.3, -7, 2.4, -8, -5, -2, -10
(53) COc1cccc(C(O)c2nc(-c3cccc(C(F)(F)F)c3)cs2)c1 (stereo not drawn)
→ -15, 95, 4, 0.0, -7, 1.7, 0, 3, -1, 2
(54) c1ccc(-c2ccccc2OCCOCCN2CCNCC2)cc1
→ 6, 103, 6, 0.6, -5, -1.9, -8, 13, -1, 7
(55) CC(C)Oc1ccc(OCCn2c(=S)[nH]c3c(N)ncnc32)cc1
→ -5, 98, 19, 1.1, -1, 0.8, -1, -2, 2, -9
(56) CC(C)OP(=O)(c1ccc(N(C)C)cc1)C(O)c1ccccc1 (stereo not drawn)
→ -4, 93, 5, 0.1, -6, -0.8, -2, -4, 1, 7

Bioassay records deposited in PubChem BioAssay by several laboratories.
